NFkB transloc pot – enhances IL-1B driven NFkB nuclear translocation | hit rate 0.3% among 94,000 | HUVEC IL-1B NFkB p65 nuclear translocation imaging | AID 819 | activation, % at 2 µM;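 active = activation above 40%, about the mean plus 3 SD, also judged a hit on visual image review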;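 note: percent activation is computed from the nuclear over cytoplasmic p65 intensity ratio; values of inactives mirror those of a sister screen read the other way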
Bcl-B TR3 displacers – displacers of TR3 peptide from Bcl-B, primary screen, selectivity assay for Bfl-1 inhibitor project, biochemical, fluorescence polarization; FP displacement of FITC-TR3 peptide from Bcl-B; higher % means a stronger effect; AID 748; one-dose displacement, % at 20 µM; IC50 in µM for titrated hits; hit rate 0.11% among 96,000;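 active = displacement above 50% at 20 µM plus a fluorescence interference ratio under 1.5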;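 note: plate controls were wells without compound for no effect and wells lacking Bcl-B protein for full effect; a part of the inactive calls stands beside numbers as strong as those of hits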
PLAP inhibitors HTS – inhibition of human placental alkaline phosphatase – biochemical, luminescence, HTS (AID 690) | purified PLAP, luminescent substrate; higher % means a stronger effect | inhibition, % at 20 µM, or IC50 in µM where a hit was titrated | hit rate 0.08% among 96,000; in the data active = a potency from the dose series; inactive = the rest, 99 in 100 with inhibition below about 30%; note: strong numbers were not always called active
MRP resist rev – reverses drug resistance mediated by MRP; hit rate 0.04% among 85,000; differential viability (reversal), % at 10 µM; H69AR cells + 2 uM doxorubicin, CellTiter-Glo, 72 h;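 active = viability drop by adding the cancer drug above about 55%, with treated viability meeting a 40% cutoff, limit read from the data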;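 note: viability without doxorubicin minus viability with 2 µM doxorubicin for each compound; larger differential means the compound sensitizes cells more to doxorubicin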
IL1B NFkB inh – blocks IL-1B driven NFkB nuclear translocation in HUVEC cells; AID 796; inhibition, % at 2 µM; HUVEC IL-1B NFkB p65 nuclear translocation imaging; hit rate 0.43% among 94,000;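 active = inhibition above about 30% together with a positive call from visual inspection of the well image, limit read from the data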;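 note: nuclear over cytoplasmic p65 intensity ratio measured by imaging; 0% = IL-1B stimulated DMSO wells and 100% = unstimulated DMSO wells; values of inactives mirror those of a sister screen read the other way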
MRP resist rev cytotoxicity – second read-out of MRP resist rev, no call of its own (marks repeat the call); viability, %; H69AR cells, CellTiter-Glo, 72 h; measured here: cytotoxicity without doxorubicin
MRP resist rev with doxorubicin – further read-out of MRP resist rev, marked with its call; viability, %; measured here: viability with 2 uM doxorubicin; active compounds read low
IL1B NFkB inh cell count 2 µM – further read-out of IL1B NFkB inh, marked with its call; cell count; measured here: cells passing quality filter;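 raw number of nuclei counted in each imaged well without normalization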
NFkB transloc pot cell count 2 µM – second read-out of NFkB transloc pot, no call of its own (marks repeat the call); cell count; measured here: cells passing quality filter
Active calls of the source: *; / = not tested or not shown. This is a subset (hit frequency here may not be typical).

SMILES	NFkB transloc pot	NFkB transloc pot cell count 2 µM	Bcl-B TR3 displacers	PLAP inhibitors HTS	MRP resist rev	MRP resist rev cytotoxicity	MRP resist rev with doxorubicin	IL1B NFkB inh	IL1B NFkB inh cell count 2 µM
O=C(NCc1cccs1)c1cc(-c2cccs2)on1	-9	100	6%	-17%	10	91	81	9	100
Cn1nnnc1SCC(=O)Nc1nc2c(s1)CCCC2	-1	136	1%	4%	/	/	/	1	136
CCNc1sc(C(=O)c2cccs2)c(N)c1C#N	23	136	-3%	11%	5	78	73	-23	136
O=C(c1ccc(-c2cccc(C(F)(F)F)c2)o1)N1CCOCC1	-8	95	0%	-22%	15	87	72	8	95
CC(C)n1c(SCC(=O)Nc2ccccc2)nc2c1c(=O)n(C)c(=O)n2C	9	130	/	/	3	94	91	-9	130
CCc1ccccc1NC(=O)CSc1nc2ccccc2n1CC(=O)N1CCCC1	-5	104	/	/	-14	69	83	5	104
O=C(NCCc1ccccc1)c1ccc(-n2cnnn2)cc1	-3	162	-9%	4%	-6	100	106	3	162
O=C(CN1CC(=O)Oc2ccccc21)OCC(=O)c1ccccc1	27	214	-15%	-43%	/	/	/	-27	214
CCC(=O)Nc1cccc(C(=O)OCC(=O)c2ccccc2Cl)c1	5	191	-1%	15%	/	/	/	-6	191
CN(C)CC(O)COc1ccc(C(C)(C)c2ccc(OCC(O)CN(C)C)cc2)cc1 (stereo not given)	-11	109	-10%	-54%	/	/	/	11	109
CC1CN(C(=O)c2ccc3c(c2)OCO3)CC(C)O1 (stereo not given)	11	136	-2%	3%	9	97	88	-11	136
COc1ccc(C(=O)Nc2cc(C)nc3ccccc23)cc1OC	-6	156	12%	-5%	-13	75	88	6	156
Cc1ccc(CNC(=O)c2sccc2-n2cccc2)cc1	5	219	16%	36%	12	87	75	-5	219
CCOc1ccccc1N1CCN(C(=O)c2cc[n+]([O-])cc2)CC1	13	175	1%	-23%	/	/	/	-12	175
O=C1Oc2ccccc2C2(O)C3CCCCCC3C12 (stereo not given)	12	113	-2%	-10%	/	/	/	-12	113
c1ccc(N2CCN(c3nc4ccccc4n4cnnc34)CC2)cc1	-12	136	-12%	-50%	-7	75	81	12	136
Cc1ccc(S(=O)(=O)N(C)/C(=N/S(=O)(=O)c2ccccc2)c2ccccc2)cc1	14	101	-5%	-14%	/	/	/	-14	101
CN1CCN(c2ccc(Cl)cc2NC(=O)c2cccc(S(=O)(=O)N(C)C)c2)CC1	-10	104	31%	-76%	14	26	12	10	104
CCc1ccc(C(=O)CC2(O)C(=O)N(CN3CCOCC3)c3ccccc32)cc1 (stereo not given)	5	174	3%	1%	8	92	84	-5	174
Nc1nc(Nc2ccc(Cl)cc2)n[nH]1	-5	196	-3%	-79%	/	/	/	5	196
C=CCOc1cc(C)nc(-c2ccccc2O)n1	-2	120	1%	8%	8	90	82	2	120
CCCC1S/C(=N/N=C/c2cccs2)NC1=O (stereo not given)	3	60	9%	3%	/	/	/	-3	60
Nc1[nH]n2c(=O)c3c(nc2c1N=Nc1ccccc1)CCCC3	-1	164	14%	-17%	/	/	/	1	164
Oc1c(C(c2cccs2)N2CCN(c3ccc(F)cc3)CC2)sc2ncnn12 (stereo not given)	2	187	-3%	-99%	23	105	82	-2	187
CSc1nnc(Cc2cc(=O)[nH]c(=O)[nH]2)n1-c1cccc(C)c1	-2	66	-4%	-12%	-5	99	104	2	66
CS(=O)(=O)N(CC(=O)N1CCN(Cc2ccccc2)CC1)Cc1ccccc1	12	142	1%	-32%	-5	90	94	-12	142
COc1ccc2c(OC)cc(-c3ccccc3)nc2c1	9	87	/	/	-12	75	87	-9	87
O=S(=O)(c1ccc(Br)cc1)N1CCn2c(nc3ccccc32)C1	12	53	-8%	10%	5	93	89	-12	53
CC(=O)Nc1nc2c(c3c1c(=O)oc1ccccc13)CCCC2	-13	204	0%	25%	-1	102	102	13	204
OCC#CCSc1nnc(-c2ccccc2Br)o1	5	160	-6%	9%	19	96	77	-5	160
O=C(Nc1cc(C(F)(F)F)ccc1N1CCOCC1)c1ccc(Cl)nc1	3	183	-8%	1%	/	/	/	-3	183
Cc1cnc(NC(=O)CN2CCN(c3ccccc3F)CC2)s1	-5	189	/	/	13	99	86	5	189
OCCN1CCN(Cc2cc(Br)cc(Br)c2O)CC1	5	79	-2%	-12%	2	73	71	-5	79
CCOC(=O)N1CCC(NC(=O)CN2C(=O)COc3ccc(C(C)(C)C)cc32)CC1	12	128	2%	-54%	7	87	80	-12	128
CCC(C)NS(=O)(=O)c1ccc(-c2csnn2)s1 (stereo not given)	8	189	-5%	18%	16	97	80	-8	189
CCOC(=O)C1=C(C)NC(=O)NC1c1c(O)ccc2ccccc12 (stereo not given)	-2	175	10%	-17%	13	89	76	2	175
COc1ccc(C(=O)Nc2ccc(N3CCCC3)cc2)cc1	9	182	42µM*	-32%	3	87	84	-9	182
NC(=S)NNC(=O)c1ccccc1	16	199	4%	-51%	/	/	/	-16	199
O=C1C2CC=C(Cl)CC2C(=O)N1CNc1ccccn1 (stereo not given)	14	63	-3%	22%	8	106	98	-14	63
Cc1ccccc1-n1c(-c2cccnc2)n[nH]c1=S	26	123	-5%	5%	-5	89	94	-26	123

Overlap with the part before: 3 entries, followed by the next part.
SMILES	NFkB transloc pot	NFkB transloc pot cell count 2 µM	Bcl-B TR3 displacers	PLAP inhibitors HTS	MRP resist rev	MRP resist rev cytotoxicity	MRP resist rev with doxorubicin	IL1B NFkB inh	IL1B NFkB inh cell count 2 µM
NC(=S)NNC(=O)c1ccccc1	16	199	4%	-51%	/	/	/	-16	199
O=C1C2CC=C(Cl)CC2C(=O)N1CNc1ccccn1 (stereo not given)	14	63	-3%	22%	8	106	98	-14	63
Cc1ccccc1-n1c(-c2cccnc2)n[nH]c1=S	26	123	-5%	5%	-5	89	94	-26	123
O=C(COc1ccccc1Cl)N1CCCC1	-11	105	-4%	1%	-5	100	105	11	105
CCn1c(CNc2ccc(OC)cc2)nnc1SCC(=O)c1ccc(OC)cc1	-3	132	-1%	-33%	1	96	95	3	132
O=C(Nc1cccc(Cl)c1)Nc1ccc2c(c1)OCO2	1	153	-3%	13%	2	71	69	-1	153
O=C(/C=C/c1cccs1)c1ccc(Br)cc1	107*	147*	5%	-6%	/	/	/	-107	147
Cc1cccc(C(=O)N/N=C/c2ccc(OCC(=O)N3CCCCC3)cc2)c1	-4	158	-14%	5%	/	/	/	4	158
Cc1cc(C)cc(NC(=O)c2nnn(Cc3cc(C)ccc3C)c2N)c1	-6	40	-3%	20%	3	82	78	6	40
Cc1cccc(C)c1-n1c(SCC(=O)NCc2ccco2)nc2ccccc2c1=O	2	184	-6%	9%	-3	94	97	-2	184
COc1ccc(OCC(=O)N2CCN(S(=O)(=O)c3ccc(Cl)cc3)CC2)cc1	1	172	-19%	22%	10	94	84	-1	172
CCOc1nc(-c2ccc(OC)cc2)ccc1-c1noc(-c2cccnc2)n1	3	174	/	/	4	95	91	-3	174
COc1cc(C(c2c(C)[nH][nH]c2=O)c2c(C)[nH][nH]c2=O)ccc1OS(=O)(=O)c1ccc(C)cc1	2	188	-3%	-192%	-34	60	94	-2	188
O=C(NCc1cccnc1)c1cccc(NC(=O)c2ccco2)c1	34	129	/	/	-4	96	100	-34	129
COC(=O)CC(=O)CSc1nc(C)cc(C)c1C#N	-7	204	-1%	-5%	-15	84	98	7	204
Cc1ccccc1Cn1c(CN2CCc3ccccc3C2)nc2c1c(=O)n(C)c(=O)n2C	4	125	/	/	44	62	19	-4	125
O=C1CCN2C=Nc3cccc4ccc1c2c34	16	97	161%	3%	/	/	/	-16	97
COc1ccc(N2CCN(C(=O)C3CCCN(S(=O)(=O)c4cccc5cccnc45)C3)CC2)cc1 (stereo not given)	4	131	4%	-48%	-9	72	81	-4	131
O=C1c2ccccc2C(Nc2ccccc2F)N1c1cccnc1 (stereo not given)	-5	147	-12%	18%	-14	93	107	5	147
Cc1cc2cc(CNS(=O)(=O)c3ccccc3)ccc2n1C	11	174	32%	-21%	-5	77	83	-11	174
CCC(=O)c1ccc(OCC(O)CN2CCN(C(c3ccccc3)c3ccccc3)CC2)cc1 (stereo not given)	-7	172	-2%	-18%	4	98	94	7	172
CCC(C)(C)n1nnnc1C(c1ccccc1)N1CCN(C2CCCC2)CC1 (stereo not given)	-4	97	/	/	3	90	87	4	97
COc1cc(C=O)ccc1Oc1nnnn1-c1ccc(C(N)=O)cc1	-9	189	1%	16%	-10	75	85	9	189

Reformatted: entries from further up
canonical_smiles,NFkB transloc pot,NFkB transloc pot cell count 2 µM,Bcl-B TR3 displacers,PLAP inhibitors HTS,MRP resist rev,MRP resist rev cytotoxicity,MRP resist rev with doxorubicin,IL1B NFkB inh,IL1B NFkB inh cell count 2 µM
CCOC(=O)N1CCC(NC(=O)CN2C(=O)COc3ccc(C(C)(C)C)cc32)CC1,12,128,2%,-54%,7,87,80,-12,128
CCC(C)NS(=O)(=O)c1ccc(-c2csnn2)s1 (stereo not given),8,189,-5%,18%,16,97,80,-8,189
CCOC(=O)C1=C(C)NC(=O)NC1c1c(O)ccc2ccccc12 (stereo not given),-2,175,10%,-17%,13,89,76,2,175
COc1ccc(C(=O)Nc2ccc(N3CCCC3)cc2)cc1,9,182,42µM*,-32%,3,87,84,-9,182
NC(=S)NNC(=O)c1ccccc1,16,199,4%,-51%,/,/,/,-16,199

Part of the list above in order of SMILES length, descending.
SMILES	NFkB transloc pot	NFkB transloc pot cell count 2 µM	Bcl-B TR3 displacers	PLAP inhibitors HTS	MRP resist rev	MRP resist rev cytotoxicity	MRP resist rev with doxorubicin	IL1B NFkB inh	IL1B NFkB inh cell count 2 µM
COc1ccc(N2CCN(C(=O)C3CCCN(S(=O)(=O)c4cccc5cccnc45)C3)CC2)cc1 (stereo not given)	4	131	4%	-48%	-9	72	81	-4	131
Cc1cccc(C)c1-n1c(SCC(=O)NCc2ccco2)nc2ccccc2c1=O	2	184	-6%	9%	-3	94	97	-2	184
CCOc1nc(-c2ccc(OC)cc2)ccc1-c1noc(-c2cccnc2)n1	3	174	/	/	4	95	91	-3	174
CCC(C)(C)n1nnnc1C(c1ccccc1)N1CCN(C2CCCC2)CC1 (stereo not given)	-4	97	/	/	3	90	87	4	97
Cc1cc(C)cc(NC(=O)c2nnn(Cc3cc(C)ccc3C)c2N)c1	-6	40	-3%	20%	3	82	78	6	40
COC(=O)CC(=O)CSc1nc(C)cc(C)c1C#N	-7	204	-1%	-5%	-15	84	98	7	204

Other compounds follow:
SMILES	NFkB transloc pot	NFkB transloc pot cell count 2 µM	Bcl-B TR3 displacers	PLAP inhibitors HTS	MRP resist rev	MRP resist rev cytotoxicity	MRP resist rev with doxorubicin	IL1B NFkB inh	IL1B NFkB inh cell count 2 µM
O=C(CCc1ccccc1)Nc1cc(Cl)ccc1O	17	84	-5%	-26%	-5	74	79	-17	84
CCc1ccccc1NC(=O)c1cnc2n(c1=O)CCS2	-3	61	0%	11%	16	99	83	3	61
COc1ccc(OCCCC(=O)Oc2ccc(OC)cc2)cc1	14	92	5%	-19%	0	91	90	0	163
Cc1oc2nc(SCCCC(=O)NCCCO)nc(N)c2c1C	/	/	-4%	7%	-8	102	110	/	/
O=C(O)CCC(=O)N(Cc1cccnc1)Cc1cccc(F)c1	6	178	12%	-5%	-15	84	99	-6	178

High-throughput results deposited in PubChem BioAssay by several laboratories.
